Source: PubChem (National Center for Advancing Translational Sciences (NCATS))
GLP-1R agonist – qHTS of GLP-1 Receptor Agonists. HEK293 GLP-1R CRE-luciferase, luminescence, 4-6 h; cells express a hypersensitive GLP-1R form. Potency, µM (doses to about 45.6 µM), without a hit: top-dose activation, usual class: activators. hit rate 0.007% among 380,000. AID 624172, 2012; also: potency is read from the fitted curve at half-maximal effect; % of control where 0% means no effect
Target sequence (P43220 whole entry, looked up): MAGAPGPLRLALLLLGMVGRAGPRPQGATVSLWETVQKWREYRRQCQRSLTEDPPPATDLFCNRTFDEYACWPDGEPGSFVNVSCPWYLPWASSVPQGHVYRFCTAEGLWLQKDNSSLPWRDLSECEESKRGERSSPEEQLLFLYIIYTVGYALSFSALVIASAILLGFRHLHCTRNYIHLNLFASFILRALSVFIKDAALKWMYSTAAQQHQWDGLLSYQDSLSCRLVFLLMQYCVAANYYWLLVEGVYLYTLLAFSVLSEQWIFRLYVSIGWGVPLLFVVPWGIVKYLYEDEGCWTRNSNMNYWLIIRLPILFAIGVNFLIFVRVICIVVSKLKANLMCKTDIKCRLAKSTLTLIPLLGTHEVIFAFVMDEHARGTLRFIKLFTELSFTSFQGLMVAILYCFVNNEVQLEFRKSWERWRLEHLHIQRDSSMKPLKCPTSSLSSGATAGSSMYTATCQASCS
D3 ag – qHTS of D3 Dopamine Receptor Agonist: qHTS; D(3) dopamine receptor (Homo sapiens), P35462; D3R DiscoveRx beta-arrestin cells, luminescence, 90 min; max activation, %; hit rate 0.58% among 410,000; AID 652048, 2013; in the data active = max activation above about 30%; also: 0% is about no effect; mostly tested at two doses, the higher about 12 µM
Target sequence (P35462 whole entry, looked up): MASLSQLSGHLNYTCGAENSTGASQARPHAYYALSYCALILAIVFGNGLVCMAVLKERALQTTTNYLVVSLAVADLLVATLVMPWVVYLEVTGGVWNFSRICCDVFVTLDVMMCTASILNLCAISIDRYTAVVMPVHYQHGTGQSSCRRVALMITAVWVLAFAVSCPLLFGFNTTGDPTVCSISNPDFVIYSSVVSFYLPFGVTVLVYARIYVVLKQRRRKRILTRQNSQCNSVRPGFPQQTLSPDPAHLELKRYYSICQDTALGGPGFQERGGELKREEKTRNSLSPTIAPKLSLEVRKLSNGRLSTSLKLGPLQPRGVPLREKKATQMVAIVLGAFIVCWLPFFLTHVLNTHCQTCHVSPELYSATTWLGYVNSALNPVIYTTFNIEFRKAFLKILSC
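Agonist mode: compounds and dopamine controls were applied to plated cells for 90 min at 37 degrees C after an overnight attachment at 1500 cells/well. Luminescent read-out followed 30 - 60 minutes at room temperature with DiscoveRx detection reagent.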
D3 antag – qHTS of D3 Dopamine Receptor Antagonist: qHTS | D3R cells, DiscoveRx beta-arrestin luminescence, antagonist mode; active compounds read low | AID 652054, 2013 | hit rate 2.5% among 360,000 | max response, negative = inhibition, % | D(3) dopamine receptor (Homo sapiens), P35462; in the data active = max response below about -50%; inconclusive = no clear call, values can overlap the other calls; also: % is scaled to controls: 0 for no effect and ±100 for the full control effect; mostly tested at two doses, the higher about 12 µM
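Cells plated overnight at 1500 cells/well, then exposed to library compounds with dopamine controls for 90 minutes at 37 degrees C. DiscoveRx reagent added for 30–60 minutes at room temperature; luminescence read, quantitative HTS format.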
KB-V1 cytotox – qHTS assay for MDR1-selective chemotherapeutics: Primary screen using the drug-selected MDR subline cells KB-V1. KB-V1 MDR cells viability, CellTiter-Glo, 72 h. Potency, µM (highest dose often 46.1 µM), for the others: at the top dose activity change, negative = cytotoxicity, actives largely listed as cytotoxic. hit rate 3.4% among 400,000. AID 1347076, 2019; also: potency is read from the fitted curve at half-maximal effect; % is scaled to controls: 0 for no effect and ±100 for the full control effect; nearly all actives have a fitted effect of over 60% in size
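Compound-treated KB-V1 multidrug-resistant cells, 72 h, 37 degrees C; viability by CellTiter-Glo. Fitted qHTS curves give the values.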
TDP-43 yeast inh – qHTS of TDP-43 Inhibitors. Potency, µM (series often up to 46.1 µM), for inactives: at the top dose growth rescue (activation), hits mostly activators. TDP-43 expressing yeast growth rescue, BacTiter-Glo, 24 h. hit rate 1.8% among 410,000; also: potency is read from the fitted curve at half-maximal effect; % of control where 0% means no effect; nearly all actives have a fitted effect of over 50% in size
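Luminescence from BacTiter-Glo reports growth of TDP-43-expressing yeast after 24 hr at 30 deg C with compound. Cells were raffinose-pregrown to mid-log, then seeded in galactose medium at OD600=0.02.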
GLP1R inv ag – qHTS of GLP-1 Receptor Inverse Agonists (Inhibition Mode). hit rate 1.6% among 410,000. HEK293 GLP-1R CRE-luciferase, luminescence, 24 h; GLP-1R form is constitutively active. Potency, µM (titrated, usually from 38.3 µM), without a hit: at the top dose activity change, negative = inhibition, usual class: inhibitors. Glucagon-like peptide 1 receptor (Homo sapiens), P43220; also: potency is read from the fitted curve at half-maximal effect; % is scaled to controls: 0 for no effect and ±100 for the full control effect; nearly all actives have a fitted effect of over 55% in size
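Inverse agonists were sought by their lowering of basal cAMP reporter luciferase output in HEK293 cells stably carrying constitutively active human GLP-1R, after 24 h compound treatment.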
PTHR1 agonist – qHTS for PTHR1 Agonists: Primary Screen; Parathyroid hormone/parathyroid hormone-related peptide receptor (Homo sapiens), Q03431; Potency, µM (titrated, usually from 115 µM), for the others: at the highest dose activation, actives largely listed as activators; hit rate 0.075% among 410,000; AID 743266, 2014; HEK293 GP2 PTHR1 cells, GloSensor cAMP luminescence, 1 h; also: potency is read from the fitted curve at half-maximal effect; nearly all actives have a fitted effect of over 55% in size; some results filed as inactive show a strong effect at the top dose; inactives centre near -15; many of its hits are not listed in these tables
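HEK-293-derived GP2 cells expressing PTHR1 and a GloSensor cAMP reporter, 3,000/well, plated overnight, given luciferin plus IBMX (each 0.5 mM as added) for 1 h at 37 °C, then compound for 1 h at 37 °C. Luminescence was read after 15 min at room temperature.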
aSyn yeast inh – qHTS of alpha-syn Inhibitors; Yeast expressing alpha-synuclein, growth rescue, BacTiter-Glo, 24 h; Potency, µM (titrated, usually from 46.1 µM), for inactives: at the highest dose growth rescue (activation), hits mostly activators; hit rate 0.14% among 370,000; AID 652106, 2013; also: potency is read from the fitted curve at half-maximal effect; % of control where 0% means no effect; nearly all actives have a fitted effect of over 65% in size
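Galactose-induced alpha-syn yeast (OD600=0.02, raffinose-pregrown) + pinned cpd, 24 hr, 30 deg C; growth by BacTiter-Glo luminescence. Growth restoration scores as activation.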
HEK293 tox – qHTS of GLP-1 Receptor Inverse Agonists: Cytotox Screen. hit rate 0.13% among 410,000. Potency, µM (top dose mostly 38.3 µM), inactives show at the top dose activity change, negative = inhibition, actives largely listed as inhibitors. HEK293 cAMP-luciferase reporter cells, luminescence, 24 h;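 also: loss of luciferase light is scored as toxicity; potency is read from the fitted curve at half-maximal effect; % is scaled to controls: 0 for no effect and ±100 for the full control effect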
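Here, cytotoxicity is scored as loss of luminescence. The MLSMR collection was tested on cells seeded in medium containing 10% Nu serum, with a 24 hr compound exposure preceded by 12 hours of culture.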
* = called active by the depositor; i = inactive; ? = inconclusive; · = not tested or not shown; & = joins results of further samples; [ ] = dose if it differs, or a comment. Unless noted, calls follow the shape of the dose curve; as a rule, active = well fitted curve in the direction sought with a large enough effect; inconclusive = small, poorly fitted or top-dose-only effect, or another doubt; inactive = no such curve, though single readings can be large; an effect the other way counts as inactive or inconclusive. Not all compounds are listed; count on the stated rates, not on these rows.

SMILES	GLP-1R agonist	D3 ag	D3 antag	KB-V1 cytotox	TDP-43 yeast inh	GLP1R inv ag	PTHR1 agonist	aSyn yeast inh	HEK293 tox
Cc1nc2nc[nH]n2c(=O)c1C/C=C/c1ccccc1	-2%	8	8	6%	2%	11%	i	3%	-4%
CC(CCc1ccc(O)cc1)NC1C2CC3CC(C2)CC1C3 (stereo not drawn)	-1%	7	-56*	3%	-3%	?	i	-4%	-16%
COc1ccc(NC(=S)NCCCN2CCN(C3CCCCC3)CC2)cc1	9%	-30	-28	-17%	-19%	1%	i	1%	?
COCCn1c(-c2ccc(F)cc2)nc2oc3cc(OC)ccc3c(=O)c2c1=O	6%	-2	2	0%	6%	16%	i	11%	-17%
COC(=O)c1cc(OC)c(OC)cc1N1C(=O)CC(C)(C)CC1=O	0%	-5	-4	?	-17%	24%	i	-1%	-8%
CCC1CCC/C1=N\NC(=O)c1ccc(Cl)cc1 (stereo not drawn)	1%	4	-14	6%	5%	2%	i	-5%	1%
COC(=O)[C@@H](Cc1ccccc1)NC(=O)NCCc1c[nH]c2ccccc12	10%	-20	3	24%	-1%	-24%	-4%	-1%	-7%
CCCNC(=O)CN1C(=O)NC2(CCCc3cc(OC)ccc32)C1=O (stereo not drawn)	-11%	-9	14	12%	-14%	5%	-6%[57.5 µM]	-1%	9%
COc1ccc(C(=O)Nc2ccc(NC(=O)C3CCCCC3)nc2)cc1	5%	3	8	5%	-12%	-2%	-1%	-3%	1%
Cc1ccccc1NC(=O)CSc1nnc(-c2cccs2)o1	·	9	·	24%	14%	16%	-23%	·	9%
Cc1ccc(OC(=O)CSc2nnc(-c3cccs3)o2)cc1C	·	0	·	16%	-39%[inhibitor]	1%	-11%	·	1%
O=S(=O)(NCC(Nc1ccc(Cl)cc1)c1ccccc1)c1ccc(Cl)cc1 (stereo not drawn)	-54%[inhibitor]	8	?	?	8%	?	i	-5%	2%
COc1ccccc1S(=O)(=O)N1CCNC(=O)C1	-1%	4	8	16%	29%	14%	i	6%	-3%
CC(CN1CCOCC1)OC(=O)c1cccc(Cl)c1 (stereo not drawn)	-5%	-4	-28	5%	3%	7%	-14%	15%	2%
Cc1cc(C)cc(CN2C(=O)NC3(CCCCCC3)C2=O)c1	13%	-4	-4	-2%	28%	?	-32%[inhibitor]	15%	16%
c1ccc(Cc2nc3ccccc3n2Cc2ccccc2)cc1	-1%	-6	-7	?	11%	0%	-20%	1%	7%
CC(=O)NNC(=O)c1csc(Cc2c(Cl)sc3ccc(Cl)cc23)n1	7%	1	2	0%	3%	-26%	-71%[inhibitor]	?	1%
c1ccc2c(c1)ncn2Cc1nnc2sc(-c3ccc4c(c3)OCO4)nn12	16%	2	7	?	-4%	55%[activator]	-5%	1%	-12%
CCOc1ccc(N(CC(=O)Nc2ccc(C)cc2)S(C)(=O)=O)cc1	0%	-5	-4	?	12%	-14%	-11%	10%	-1%
C=C1CCN([C@@H](CC(C)C)C(=O)NCc2cc(OC)c(OC)c(OC)c2)S(=O)(=O)c2ccccc21	-1%	7	16	0%	-2%	-14%	i	0%	-22%

The list goes on (four carried over from the part before).
SMILES	GLP-1R agonist	D3 ag	D3 antag	KB-V1 cytotox	TDP-43 yeast inh	GLP1R inv ag	PTHR1 agonist	aSyn yeast inh	HEK293 tox
CC(=O)NNC(=O)c1csc(Cc2c(Cl)sc3ccc(Cl)cc23)n1	7%	1	2	0%	3%	-26%	-71%[inhibitor]	?	1%
c1ccc2c(c1)ncn2Cc1nnc2sc(-c3ccc4c(c3)OCO4)nn12	16%	2	7	?	-4%	55%[activator]	-5%	1%	-12%
CCOc1ccc(N(CC(=O)Nc2ccc(C)cc2)S(C)(=O)=O)cc1	0%	-5	-4	?	12%	-14%	-11%	10%	-1%
C=C1CCN([C@@H](CC(C)C)C(=O)NCc2cc(OC)c(OC)c(OC)c2)S(=O)(=O)c2ccccc21	-1%	7	16	0%	-2%	-14%	i	0%	-22%
CN(C)CCCN(C(=O)c1nc2ccccc2s1)c1nc2ccc(F)cc2s1	-2%	-8	3	18%	-10%	-28%	i	1%	-9%
Cc1ccc(C)n1-c1ccc(N2CCOCC2)cc1	6%	1	-19	9%	-7%	95%[activator]	i	1%	-22%
NC(=O)CC1C(=O)N(c2ccccc2)C(=S)N1NC(=O)c1ccccc1 (stereo not drawn)	6%	6	1	13%	-11%	5%	30%	-4%	-7%
CCOC(=O)c1c(-c2ccc(C)cc2)csc1NC(=O)c1nc(SCC)ncc1Cl	·	-8	·	?	2%	-13%	-3%	·	-5%
COc1ccc2[nH]c(C)c(CN3CCCCC3)c(=O)c2c1	7%	10	-16	-2%	-10%	-17%	i	-14%	2%
COc1ccc(/C=C/C(=O)OCC(=O)Nc2ccc(N3CCOCC3)cc2)cc1OC	4%	-3	-7	0%	10%	-17%	-13%	6%	-21%
COc1ccc(C(CC(=O)N2CCOCC2)c2c(OC)cc(OC)c3c(-c4ccccc4)cc(=O)oc23)cc1 (stereo not drawn)	-5%	-17	-15	-1%	2%	60%[activator]	-25%	2%	-2%
Cn1cnc([N+](=O)[O-])c1Nc1ccccc1O	-10%	1	-1	24%	0%	6%	-5%	-4%	-25%
CSc1scc2c1-c1nc(SCC(=O)C(C)(C)C)ncc1CC2	11%	1	26	-24%	?	-25%	-35%[inhibitor]	15%	-2%
CCc1nnc(SCC(=O)Nc2cc(OC)ccc2OC)nc1CC	·	6	·	-12%	31%	6%	i	·	-12%
COc1ccc(C(C)(C)C)cc1S(=O)(=O)N1CCC(C(N)=O)CC1	0%	-8	-52*	7%	11%	0%	i	-6%	-14%
CCc1ccc(NC(=O)C2CCCN(S(=O)(=O)c3cccc4cccnc34)C2)cc1 (stereo not drawn)	·	-3	·	·	14%	?	-34%[inhibitor]	·	2%
O=C1OCC2=C1C(c1ccc(F)cc1)c1cc3c(cc1N2)OCCO3 (stereo not drawn)	23%	-5	1	0.033µM*	12%	-53%	i	-1%	?
COc1cc(S(=O)(=O)N2CCCCC2)ccc1NC=O	-6%	6	7	-15%	-4%	-5%	-10%	-1%	5%
CC(C)NC(=O)c1ccc2c3n(nc2c1)-c1ccc(Cl)cc1CO3	10%	31*	5	-1%	19%	23%	-37%[inhibitor]	4%	-7%
O=c1[nH]c2cc([N+](=O)[O-])c([N+](=O)[O-])cc2[nH]c1=O	-2%	-6	?	-2%	-16%	11%	i	-11%&0%	-25%
Cc1cc(C)c(C#N)c(SCc2ccc([N+](=O)[O-])cc2)n1	7%	-1	0	-13%	10%	24%	i	0%	34%[activator]
CCc1ccc(-n2c(CSc3nnnn3-c3ccccc3)nc3ccccc3c2=O)cc1	-12%	3	4	-11%	-4%	-26%	-4%	-1%	-2%
COc1ccc(OCCSc2nnnn2C2CCCCC2)cc1	13%	-2	-10	-15%	?	-24%	i	7%	0%
Cc1ccc(C)c2[nH]c(=O)c(CN(CC3CCCO3)C(=O)NC3CCCCC3)cc12 (stereo not drawn)	15%	1	-9	15µM*	-9%	0%	i	-4%	1%
COc1ccccc1CCNC(=O)CCSc1nc(-c2ccco2)cc(C(F)(F)F)n1	12%	4	30	-18%	5%	?	-17%[57.5 µM]	0%	-5%
CCCCCC(O)c1cccc(OCc2ccc3ccccc3n2)c1 (stereo not drawn)	26%	5	11	?	13µM*	?	-43%[inhibitor]	?	1%
CC(C)(C)NC(=O)NC(=O)CSc1ccc(S(=O)(=O)N2CCOCC2)cn1	9%	3	-17	1%	9%	-23%	-32%[inhibitor]	-3%	0%
CC(C)(C)NC(=O)CN(Cc1cccs1)C(=O)CNS(=O)(=O)c1ccccc1	0%	-2	9	9%	11%	0%	i	-5%	10%
O=[N+]([O-])c1ccc(CSc2ccc(S(=O)(=O)N3CCCCCC3)cn2)cc1	21%	-10	-14	?	-21%	11µM*	-20%	0%	33%[activator]
O=C(CCOc1ccccc1)Nc1ccccc1	0%	-2	-23	-4%	14%	6%	i	2%	-2%
Cc1ccc(-c2nc3ncccn3c2Nc2ccccc2C)o1	4%	-16	-25	-15%	7%	21%	12%	17%	45%[activator]
O=C(NCc1cccnc1)[C@@H]1CC=C[C@@H]2CCN(Cc3ccccc3)C(=O)[C@@H]21	-10%	11	6	?	10%	8%	i	-2%	10%
Cc1ccc2c(c1)[C@H]1[C@H](CO2)[C@H](c2ccccc2)[C@]2(C)C(=O)N(Cc3ccc(F)cc3)CC(=O)N12	0%	-18	-3	-18%	21%	?	-14%	0%	10%
O=C(Nc1ccc(N2CCCC2)cc1)C(Cl)c1ccccc1 (stereo not drawn)	2%	4	10	31%	1%	-15%	-18%	-3%	-1%
CSc1cccc(NC(=S)N(Cc2ccc(C)cc2)Cc2ccccn2)c1	4%	-3	6	-27%	24%	3%	i	0%	11%
COc1ccc(CNC(=O)C(C)n2nc(C)c3c(C)n(-c4ccccc4)nc3c2=O)c(OC)c1 (stereo not drawn)	3%	-10&-3	-10	?	-1%&4%	2%&1%	-61%&-55%[inhibitor]	4%	-2%&-9%
Cc1ccc(NC(=O)C(c2ccccc2)N2CCN(CC(=O)NC3CC3)CC2)cc1Cl (stereo not drawn)	7%	2	-1	-8%	12%	?	-8%	-3%	-8%
CCOC(=O)/C(N=Nc1ccc(C(=O)O)cc1[N+](=O)[O-])=C(\C)O	-3%	-4	4	4%	18%	0%	-21%	0%	-11%
